Cneo AK release = Cryptococcus neoformans lysis via adenylate kinase release; C. neoformans lysis, adenylate kinase release luminescence, 4 h; normalised: neutral wells 0, clomiphene wells 100; lysis activity, % at 15 µM; 360,000 compounds, 0.2% hits; AID 651654;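 active = mean lysis activity across replicates of at least 80%, whatever share of replicates individually reach that level; inactive = mean lysis activity below 80%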
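Material – Cryptococcus neoformans yeast cells · Quantity – 5 × 10^6 yeast cells/mL · Buffer or medium – YPD medium · Compound – single dose · Timing – 4 h static compound exposure, 37 °C, read 1 h post-reagent · Signal – adenylate kinase release luminescence · Read-out basis – lysis from increased AK signal · Benchmarks – Clomiphene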
LGR2 inh = inhibitors of bursicon-induced Drosophila LGR2 receptor cAMP signaling; AID 720647; 380,000 compounds, 0.35% hits; inhibition, % at 9.99 µM; HEK293 LGR2, CRE-luciferase, bursicon-stimulated, 4 h;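 active = drop in luminescence signal, shown as inhibition above about 50% in the replicate tests, limit read from the data, passing the limit was not always enough; inconclusive = probably only some replicates passing the limit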;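 also: agonist challenge used bursicon conditioned medium at about half maximal strength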
PGC1a acetyl inh = lowers PGC1a acetylation signal in U2OS cells. 350,000 compounds, 0.17% hits. AlphaScreen anti-acetyl-lysine; with virally co-expressed GCN5 acetyltransferase. AID 651687. inhibition, % at 15.6 µM;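 active = every replicate shows inhibition of at least 40%; inconclusive = mean inhibition at least 40% but some replicate below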;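 also: 0% = neutral control wells and 100% = positive control wells; some results beyond the cut were filed as inactive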
INS-1E GSIS act = primary screen for activators of insulin secretion dependent on glucose, INS-1E cells, GLuc reporter luminescence; INS-1E GLuc reporter insulin secretion, 2-3 h; activation, % at 16.6 µM; 370,000 compounds, 0.61% hits; AID 743287;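 active = lowest replicate activation of at least 40%, so every replicate reaches that level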;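 also: 0% = median of neutral control wells and 100% = median of IBMX positive control wells; some compounds called inactive have numbers as strong as hits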
PglD DTNB = PglD (C. jejuni) enzyme inhibition; purified PglD enzyme, DTNB colorimetric CoA detection; inhibition, % at 12.5 µM; 360,000 compounds, 0.098% hits; AID 602405; in the data active = inhibition above about 16%, passing the limit was not always enough; inconclusive = no clear call, values can overlap the other calls; also: strong numbers were not always called active
C2C12 statin = protects C2C12 myotubes from simvastatin toxicity | ATP luminescence, 48 h; scaled: DMSO 0, geranylgeraniol control 100 | rescue of ATP level, % at 7.49 µM | 330,000 compounds, 0.78% hits;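 active = mean ATP rescue above about 67%, or every replicate alone reaching that limit, limit read from the data, passing the limit was not always enough; inconclusive = no clear call, values can overlap the other calls; inactive = mean under the limit and some replicate under it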;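 also: myotubes were challenged with 10 µM simvastatin during compound exposure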
PAX8 reporter = lowers PAX8-driven luciferase in RMG-I cells | RMG-I TPO-luciferase reporter, SteadyGlo, 24 h | inhibition, % at 12.6 µM | 360,000 compounds, 1.2% hits | AID 652154;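 active = mean replicate inhibition at least 60% with every replicate also reaching 60%; inconclusive = only one of the two criteria is met; inactive = mean below 60% and not all replicates reaching 60%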;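 also: luciferase light reporting Pax8 driven TPO promoter activity; plate controls were median of neutral control wells for no effect and mitoxantrone controls for full effect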
ARNT-TACC3 inh = ARNT/TACC3 interaction disruption. inhibition, % at 9.99 µM. Q9Y6A5. AID 623870. 390,000 compounds, 0.66% hits. AlphaScreen His-ARNT PAS-B/GST-TACC3 binding, luminescence; TACC3 fragment carries E629A point mutation;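 active = mean inhibition of replicates at least 50% and at least half of replicates each reaching 50%; inconclusive = half or more replicates reach 50% but mean below 50%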;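 also: 0% = complete ARNT plus TACC3 wells and 100% = ARNT alone without TACC3; many hits fall short of the cut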
Starred values were filed as active, the others as inactive; ? = inconclusive; nt = no result given.

SMILES	Cneo AK release	LGR2 inh	PGC1a acetyl inh	INS-1E GSIS act	PglD DTNB	C2C12 statin	PAX8 reporter	ARNT-TACC3 inh
COc1ccc(CN(C)C[C@H]2OCc3cnnn3CCCC(=O)N([C@@H](C)CO)C[C@H]2C)cc1	-1	-2	-8	14	5	7	-10	-1
COc1ccc(CC(=O)Nc2c3c(nn2-c2cccc(Cl)c2)CS(=O)C3)cc1 (stereo not given)	-1	nt	1	nt	-1	-2	nt	-3
C[C@H]1CN([C@@H](C)CO)S(=O)(=O)c2ccc(-c3ccccc3)cc2O[C@@H]1CN(C)S(C)(=O)=O	2	2	-26	7	-3	33	nt	13
CCc1noc(C)c1C(=O)N1CCN(S(=O)(=O)c2ccc(C)cc2)CC1	1	4	nt	15	-1	nt	5	-12
C[C@H](CO)N1C[C@H](C)[C@H](CN(C)C(=O)NC2CCCCC2)Oc2ccc(NC(=O)CCCCCC(=O)Nc3ccccc3N)cc2CC1=O	-3	-29	4	-5	0	1	nt	-13
CCC(=O)c1ccc(Oc2nc3c(c(=O)n(C)c(=O)n3C)n2CC)cc1	5	-2	-2	11	0	9	-26	-1
CCC(=O)N/N=c1/sc2ccccc2n1C	nt	-7	11	-7	nt	nt	-29	-15
CCOC(=O)C(C(=O)OCC)C(C#N)c1ccccc1 (stereo not given)	-1	-3	-15	8	1	12	nt	-5
CCC(C)c1ccc(NC(=S)N2CCCC2)cc1 (stereo not given)	6	-25	nt	-24	5	-16	-64	-4
CN(Cc1ccccc1)S(=O)(=O)c1cc2c3c(c1)CCN3C(=O)CC2	-1	5	nt	27	7	1	6	-5
NC(c1csc(Nc2ccc(C(=O)NCCCO)cn2)n1)c1ccccc1Cl (stereo not given)	-1	nt	2	nt	-4	4	7	nt
Cc1cc(OCC(=O)OCC(=O)N2CCCc3ccccc32)ccc1Cl	-1	nt	7	nt	2	6	-9	nt
CO[C@@H]1CC[C@@H]2CCOc3c(C#N)cccc3C(=O)N(C)C[C@@H](OC)[C@@H](C)C(=O)N(C)C[C@H]1O2	47	0	nt	-7	-2	-1	-7	-6
Cc1ccnc(NS(=O)(=O)c2ccc(NC(=O)CN3C(=O)c4ccccc4S3(=O)=O)cc2)n1	0	-7	4	10	-2	6	15	nt
CCc1c(C)sc(NC(=O)c2cc(C(C)C)on2)c1C#N	-3	-48	10	19	-1	-29	-17	-1
Cc1ccc(CN2CC(C(=O)N(Cc3nnc(-c4ccccc4Cl)o3)C3CC3)CC2=O)cc1 (stereo not given)	2	11	6	-10	1	0	13	5
CNC[C@@H]1OCCCC[C@@H](C)Oc2ccc(NS(=O)(=O)c3ccccc3)cc2C(=O)N([C@H](C)CO)C[C@@H]1C	0	1	9	23	8	-15	-22	1
CCOc1ncccc1C(=O)Nc1cccc(C(=O)Nc2cccc(S(=O)(=O)CCO)c2)c1	4	nt	5	nt	0	-5	19	11
O=C(CN(Cc1ccc(F)cc1)C(=O)c1ccco1)NCc1ccc(F)cc1	-1	nt	-10	nt	1	6	-14	-8
NS(=O)(=O)c1ccc(NC(=S)NC(=O)c2cccnc2)cc1	nt	-16	-17	-18	nt	nt	-2	nt
CC/C(C)=N/NS(=O)(=O)c1ccc(C)c([N+](=O)[O-])c1	6	-19	2	19	-1	1	-20	-2
COc1ccc(OC)c(NC(=O)CSc2ncnc3sc(C)cc23)c1	0	-12	1	7	-5	-8	-3	13
O=C(O)[C@H]1CCCC[C@H]1C(=O)NCCc1ccccc1	9	nt	12	nt	-26	2	nt	3
Cc1cc(C)cc(N(CC(=O)NC2CCCCC2)C(=O)CCCC(=O)Nc2ccccn2)c1	-1	2	-8	-23	-1	-3	12	nt
Cc1oc(-c2cccs2)nc1CN1CCC(c2ccccc2)CC1	1	5	10	-4	-1	0	-17	-1
(cont.)
SMILES	Cneo AK release	LGR2 inh	PGC1a acetyl inh	INS-1E GSIS act	PglD DTNB	C2C12 statin	PAX8 reporter	ARNT-TACC3 inh
CN(C)/C=C(\C(=O)c1ccccc1)c1nnnn1-c1ccc(F)cc1	nt	9	nt	1	nt	nt	10	-4
O=C(CNc1cccc2ccccc12)N/N=C/c1ccccn1	4	15	25	-1	-6	nt	2	nt
O=C(CCNC(=O)c1ccccc1Cl)Nc1ccncc1	0	2	nt	12	2	10	-4	-2
N#C/C(=C\Nc1ccccc1O)c1nc2ccccc2o1	-11	37	9	-53	5	-4	27	8
Cc1ccccc1CC(=O)c1ccc(O)c(C)c1O	nt	9	1	-13	nt	nt	-52	-1
Cc1noc2ncnc(Oc3ccccc3)c12	1	11	-4	20	-2	-13	nt	-4
CC(=O)Nc1ccc(CCCCc2ccccc2)cc1	-6	-36	-20	4	2	-4	-33	-5
O/N=C/c1cc(Br)cc(Br)c1OCc1ccccc1	-4	nt	-5	nt	-2	-3	8	-2
Cc1ccc(S(=O)(=O)Nc2ccc3c(c2)CC(=O)N([C@H](C)CO)C[C@H](C)[C@@H](CN(C)S(=O)(=O)c2ccc(F)cc2)O3)cc1	36	8	-7	-2	2	22	15	2
C=CCn1c(C)cc(C(=O)COC(=O)COc2ccccc2C#N)c1C	-3	nt	8	-3	3	5	8	-3
CC(C)[C@@H](C)NC(=O)N(C)C[C@@H]1OCc2ccccc2-c2ccccc2C(=O)N([C@@H](C)CO)C[C@H]1C	-1	-3	-4	16	0	nt	-28	3
CC(c1ccccc1)n1cnc2ccccc21 (stereo not given)	3	nt	9	nt	-5	21	-5	27
COc1ccc(N2CCN(C(=O)c3ccc4c(c3)CC(c3ccccc3)OC4=O)CC2)cc1 (stereo not given)	-1	-4	-6	2	-3	-15	0	6
COc1cccc(C(=O)Nc2ccc(NC(=O)C3CC3)nc2)c1	-2	-4	2	-2	-9	-7	4	3
C#CCN1[C@H](/C=C/C2CC2)[C@H](Cc2ccccc2)OC(=O)[C@@H]1[C@@H]1N[C@@H](C(=O)OC)C(C)(C)S1	-1	nt	?	nt	0	nt	-14	17
O=C(Cn1cc(S(=O)(=O)N2CCN(c3ccccc3F)CC2)c2ccccc2c1=O)NCCCN1CCCCCC1	nt	-2	6	11	nt	nt	11	6
CC(C)C(NC=C1C(=O)OC(C)(C)OC1=O)C(=O)O (stereo not given)	1	7	7	0	-2	-4	nt	-13
O=[N+]([O-])c1cc(/C=N\Nc2ccccn2)ccc1Cl	-5	-29	7	4	-3	-3	-26	-1
COc1ccc(N(CC(=O)N2CCC(Cc3ccccc3)CC2)S(C)(=O)=O)cc1	nt	-9	1	-20	nt	nt	46	14
COc1ccc(CN(C)C[C@H]2Oc3c(NC(=O)c4ccc(-c5nccs5)cc4)cccc3C(=O)N([C@H](C)CO)C[C@@H]2C)cc1	0	3	-11	-35	-1	43	29	4
CCCNC(=O)C[C@@H]1C[C@H]2c3cc(NS(=O)(=O)c4ccc(OC)cc4)ccc3O[C@H]2[C@@H](CO)O1	-2	-3	9	-5	-1	-1	-6	-4
Clc1cccc(CNc2ccn3nc(-c4ccc(OCCN5CCOCC5)cc4)cc3n2)c1	0	11	-25	-26	2	0	16	nt
N#Cc1cc(-c2ccccc2)c[nH]c1=O	nt	nt	5	nt	nt	2	-28	-8
COC(=O)/C(=C\Nc1ccccc1N)c1ncc(C(F)(F)F)cc1Cl	-1	-7	2	nt	5	40	nt	-1
N#C/C(=C/c1ccc(O)c([N+](=O)[O-])c1)C(=O)Nc1ccccc1	nt	10	nt	-74	nt	nt	-13	16

The final 3 entries of the section before lead into the next.
SMILES	Cneo AK release	LGR2 inh	PGC1a acetyl inh	INS-1E GSIS act	PglD DTNB	C2C12 statin	PAX8 reporter	ARNT-TACC3 inh
N#Cc1cc(-c2ccccc2)c[nH]c1=O	nt	nt	5	nt	nt	2	-28	-8
COC(=O)/C(=C\Nc1ccccc1N)c1ncc(C(F)(F)F)cc1Cl	-1	-7	2	nt	5	40	nt	-1
N#C/C(=C/c1ccc(O)c([N+](=O)[O-])c1)C(=O)Nc1ccccc1	nt	10	nt	-74	nt	nt	-13	16
CS(=O)(=O)N1[C@H](C#N)[C@H](c2ccccc2)[C@@H]1CO	-1	7	9	21	-2	-28	-25	-1
CSC1=NSC2=NC(=O)/C(=C\c3cccs3)C(=N)N12	0	-11	-2	-24	1	?	-117	-4
C/C=C/c1cnc2c(c1)C(=O)N([C@H](C)CO)C[C@H](C)[C@H](CN(C)Cc1cccc(C(=O)O)c1)O2	1	5	9	18	0	-4	-14	7
O=C(CCc1ccccc1)Nc1ccc2c(c1)OCO2	-8	-54	18	7	6	-1	-43	-4
CN(C)CCCN(C(=O)c1cc2ccccc2oc1=O)c1nc2ccc(F)cc2s1	5	-6	-6	-21	2	-16	9	nt
C[C@@H]1CCCCO[C@H](CN(C)S(=O)(=O)c2ccc(Cl)cc2)[C@@H](C)CN([C@H](C)CO)C(=O)c2cc(NC(=O)Nc3ccc(F)cc3)ccc2O1	-6	6	10	19	1	nt	2	11
CN1C(C(=O)c2ccccc2)=C(N)c2ccccc2S1(=O)=O	-2	37	-8	-3	-3	10	-3	3
O=C(N/N=C/c1ccc(Br)s1)c1ccc([N+](=O)[O-])cc1	nt	-7	-12	-3	nt	-7	11	2
NC(=O)c1nsc(C(=O)N(c2cccc(F)c2)C(C(=O)NC2CCCC2)c2ccc(O)cc2)c1N (stereo not given)	-1	4	nt	8	-6	27	8	2
CN(C(=S)NC(=O)C12CC3CC(CC(C3)C1)C2)c1ccc(O)cc1	-3	-6	-2	-8	-3	12	-5	9
CCc1noc(C)c1C(=O)N1CCCC(CCC(=O)NCc2cccc(OC)c2)C1 (stereo not given)	-1	15	1	4	5	6	-1	-12
CC(C)C#Cc1ccc2c(c1)O[C@@H](CN(C)C(=O)NC(C)C)[C@H](C)CN([C@H](C)CO)S2(=O)=O	-4	16	-6	22	-4	-15	-13	5
C[C@H]1CN([C@@H](C)CO)C(=O)c2cc(-c3ccccc3F)cnc2O[C@@H]1CN(C)C(=O)C1CC1	-1	-7	-11	2	-3	11	nt	3
OC(c1cccnc1)c1cccs1 (stereo not given)	0	nt	0	nt	2	-12	nt	-4
CN1CCN(C(=O)CCCOc2ccc(Cl)cc2Cl)CC1	-9	nt	nt	nt	-1	4	-19	7
CCN1C(=O)C(CC(=O)Nc2cc(C)ccc2C)SC1=Nc1ccc(S(N)(=O)=O)cc1 (stereo not given)	0	nt	0	nt	-4	4	nt	-14
CCCc1ccc(OC(=O)c2cccs2)cc1	1	-16	-1	-20	-2	-11	nt	-5
C[C@@H]1CN([C@H](C)CO)S(=O)(=O)c2ccc(-c3ccccc3)cc2O[C@@H]1CN(C)Cc1ccccn1	3	6	6	-12	2	-59	nt	1
O=C(c1cccc([N+](=O)[O-])c1)N1CCCC(C(=O)N2CCc3ccccc3C2)C1 (stereo not given)	1	-2	nt	32	-1	21	2	0
CCOc1ccc(Cl)cc1-c1cc(C(=O)NCC2CCCCC2)[nH]n1	-1	11	-2	-1	4	2	13	nt
O=C(NCCc1ccncc1)[C@H]1[C@H](CO)[C@H]2Cn3c(ccc(-c4ccccc4)c3=O)[C@H]2N1C(=O)C1CC1	-1	-40	nt	6	3	-3	-5	-2
CN(Cc1ccccc1)c1cc2c(c3c1ccn3C)C1CCC2C1 (stereo not given)	-2	-27	-20	-4	-7	10	17	nt
O=C(COC(=O)Cc1cccc(C(F)(F)F)c1)Nc1ccccc1	-1	15	nt	-5	-1	nt	12	-5

High-throughput results as filed in PubChem BioAssay.
